Assay outcomes as filed in PubChem BioAssay.
D2 agonist: D2 dopamine receptor (human) agonism. P14416. HEK293 T-REx D2 cells, calcium flux agonist mode. actives 0.53% (n = 340,000). activation, % at 2 µM;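 active = activation over 3 SD above normal in the single-dose calcium agonist read, cut at about 30% in these data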; note: 0% is about no effect
Target sequence (P14416 whole entry, looked up): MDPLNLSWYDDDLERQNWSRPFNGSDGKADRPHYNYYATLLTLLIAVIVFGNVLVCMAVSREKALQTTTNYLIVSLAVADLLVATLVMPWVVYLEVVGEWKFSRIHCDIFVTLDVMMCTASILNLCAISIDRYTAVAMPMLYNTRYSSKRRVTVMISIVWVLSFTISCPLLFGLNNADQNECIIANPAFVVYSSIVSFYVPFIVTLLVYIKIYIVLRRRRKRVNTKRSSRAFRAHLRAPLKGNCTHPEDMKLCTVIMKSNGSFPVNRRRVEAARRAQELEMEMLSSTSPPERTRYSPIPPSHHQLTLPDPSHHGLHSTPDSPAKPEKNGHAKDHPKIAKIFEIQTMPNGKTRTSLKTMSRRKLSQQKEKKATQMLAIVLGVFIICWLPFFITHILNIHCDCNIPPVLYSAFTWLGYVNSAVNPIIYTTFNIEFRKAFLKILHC
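In this primary screen, compounds producing a positive calcium signal within 180 s of addition to tetracycline-induced, force-coupled HEK293 Trex D2 cells are flagged; cells are dye-loaded with a no-wash calcium kit beforehand.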
D2 antagonist: D2 dopamine receptor (human) antagonism; P14416; HEK293 TREx D2 cells, calcium flux, dopamine EC80; inhibition, % at 10 µM; actives 2% (n = 340,000); AID 485344; in the data active = inhibition above about 30%; note: 0% is about no effect
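Inhibition of EC80 dopamine-driven calcium flux, recorded kinetically, defines activity here; cells are a tetracycline-induced HEK293 T-REx line expressing force-coupled D2.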
TRHR ag: activates the human TRH receptor; P34981; TRHR cells, calcium flux fluo-8, FDSS agonist mode; activation, % at 2 µM; actives 0.18% (n = 360,000); note: 0% is about no effect
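Agonist-mode FDSS calcium read (Ex 480/Em 530, 1 s cycles) in 1536-well TRHR cells with fluo-8 dye, after 10-cycle baseline and 23 nL compound addition; TRH at EC20 (10 nM final) added afterwards for the enhancer phase.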
D1 antagonist: antagonists of human D1 dopamine receptor. P21728. HEK293 TREx D1 cells, calcium flux, dopamine EC80; active compounds read low. activity change, negative = inhibition, % at 10 µM. actives 3.2% (n = 360,000); in the data active = activity change below about -30%; note: % is set by controls: 0 for no effect and ±100 for the full control effect
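Compound effects on dopamine-evoked calcium signalling were measured in tetracycline-induced HEK293 Trex D1 cells. Dopamine at EC80 followed a 180 s compound pre-read, and fluorescence was tracked kinetically for 180 s more.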
D1 potentiator: human D1 dopamine receptor positive modulation; P21728; AID 504651; potentiation, % at 10 µM; HEK293 TREx D1 cells, calcium flux, dopamine EC20 potentiation; actives 0.036% (n = 360,000); in the data active = potentiation above about 30%; note: 0% is about no effect
D1 agonist: activates the human D1 dopamine receptor; P21728; HEK293 T-REx D1 cells, calcium flux, agonist mode; activation, % at 2 µM; actives 1% (n = 360,000); AID 504660; note: 0% is about no effect
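Tetracycline-induced HEK293 TREx D1 cells, force-coupled to calcium signalling, were dye-loaded with a no-wash calcium kit. Compound was pin-added after a 10 s baseline. Fluorescence was read kinetically at 1 cycle/s for 180 s, with calcium rises flagged as agonism.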
D2 PAM: D2 dopamine receptor (human) potentiation. P14416. HEK293 T-REx D2, calcium flux, EC20 dopamine potentiation. potentiation, % at 10 µM. actives 0.34% (n = 340,000);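 active = potentiation over 3 SD above the plate norm, cut at about 30% in these data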; note: 0% is about no effect
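Using a no-wash calcium dye in inducible, force-coupled HEK293 Trex cells expressing D2, we tracked fluorescence each second for 180 s after compound, then for 180 s after EC20 dopamine to detect augmented signalling.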
TRHR PAM: TRH receptor (human) allosteric enhancement. P34981. TRHR cells, fluo-8 calcium fluorescence, EC20 TRH enhancement. actives 0.66% (n = 360,000). enhancement, % at 2 µM. AID 493056; in the data active = enhancement above about 30%; note: 0% is about no effect
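TRHR-expressing cells loaded with fluo-8 calcium dye were read kinetically (ex 480/em 530) during compound addition, then stimulated with an EC20 of TRH (10 nM final). Enhancement of the Gq-mediated intracellular calcium response was scored.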
RXFP1 antag: RXFP1 (human) relaxin receptor antagonism | activity change, negative = inhibition, % at 57.5 µM | actives 0.59% (n = 350,000) | HEK293-RXFP1, relaxin-stimulated cAMP HTRF, 30 min; active compounds read low;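 active = activity change of -60% or lower, but not beyond a set lower limit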; note: % is set by controls: 0 for no effect and ±100 for the full control effect
Numbers without * were called inactive; x = not tested or not shown. Cut-off read from the data, not from the text of the source, unless noted: active = activation above about 30%; inactive = the rest. Rows were taken by chance; about 7.1% have a hit in one of these screens.

Every second line gives: D2 agonist	D2 antagonist	TRHR ag	D1 antagonist	D1 potentiator	D1 agonist	D2 PAM	TRHR PAM	RXFP1 antag
O=C(NCC(=O)N1CCN(C(c2ccccc2)c2ccccc2)CC1)c1ccccc1F
  0.1	3.7	-0.1	-6.5	5.0	2.6	27.8	12.5	-23.6
CN(CCC(=O)Nc1ccc2c(c1)OCO2)Cc1ccccc1
  0.9	-25.9	0.1	1.3	-5.0	2.1	-5.4	0.4	0.9
CC/C(C)=N/NC(=O)c1[nH]c2ccc(C)cc2c1-c1ccccc1
  1.0	-6.3	0.9	13.0	-1.7	2.5	0.8	-1.0	-30.6
O=C(NNC(=S)Nc1cccc(C(F)(F)F)c1)c1ccc(Cl)cc1Cl
  3.6	-0.6	1.0	-28.1	-7.2	16.6	1.7	-6.0	-17.5
CC1CCN(S(=O)(=O)c2ccc3nc(Nc4ccc(C#N)cc4)ccc3c2)CC1
  0.6	x	0.6	-8.2	-2.4	2.5	5.3	3.4	-12.6
CCOC(=O)C1(P(=O)(c2ccc(Cl)cc2)c2ccc(Cl)cc2)CCC1
  0.0	-11.5	-0.4	-20.6	-5.2	4.9	-2.0	4.4	-6.4
CCOC(=O)c1scc(-c2ccccc2)c1S(=O)(=O)Nc1ccc(N(C)C)cc1
  -0.1	x	-0.6	-8.6	-5.2	1.9	x	52.6*	-34.1
CC(C)Cc1csc(NC(=O)c2ccccc2Cl)c1C(=O)O
  -1.2	-6.5	-0.2	5.8	2.4	2.1	-3.7	-0.3	-2.4
Cc1cc(C)nc(-n2ncc3c2CC(C)CC3=O)n1 (stereo not drawn)
  -1.2	-3.8	0.2	-3.5	-1.4	0.6	2.7	-0.1	-4.4
Cn1c(C(=O)O)c(S(=O)(=O)c2ccc(Cl)cc2)c2ccccc21
  0.7	-22.5	0.7	-22.2	-4.5	3.7	3.9	1.0	6.2

4 successive records already listed:
Every second line gives: D2 agonist	D2 antagonist	TRHR ag	D1 antagonist	D1 potentiator	D1 agonist	D2 PAM	TRHR PAM	RXFP1 antag
CCOC(=O)c1scc(-c2ccccc2)c1S(=O)(=O)Nc1ccc(N(C)C)cc1
  -0.1	x	-0.6	-8.6	-5.2	1.9	x	52.6*	-34.1
CC(C)Cc1csc(NC(=O)c2ccccc2Cl)c1C(=O)O
  -1.2	-6.5	-0.2	5.8	2.4	2.1	-3.7	-0.3	-2.4
Cc1cc(C)nc(-n2ncc3c2CC(C)CC3=O)n1 (stereo not drawn)
  -1.2	-3.8	0.2	-3.5	-1.4	0.6	2.7	-0.1	-4.4
Cn1c(C(=O)O)c(S(=O)(=O)c2ccc(Cl)cc2)c2ccccc21
  0.7	-22.5	0.7	-22.2	-4.5	3.7	3.9	1.0	6.2

Later entries.
Every second line gives: D2 agonist	D2 antagonist	TRHR ag	D1 antagonist	D1 potentiator	D1 agonist	D2 PAM	TRHR PAM	RXFP1 antag
CCOc1ccc(CNC(=O)Cc2ccc(NC(=O)N3CCCCc4ccccc43)cc2)cc1OC
  -1.3	x	-0.6	18.2	5.7	2.3	-2.3	-4.5	x
O=C(NNc1ccccn1)c1ccc(Cl)nc1
  x	x	-0.7	7.7	-8.9	-1.5	x	-3.3	-5.0
Cc1ccc(-n2nc(C(=O)Nc3ccc(F)cc3Cl)c(=O)n(C)c2=O)cc1
  -0.7	x	0.3	7.3	-2.2	3.4	-0.5	-1.6	3.4
CCN(CC)c1ccc(-c2sc(Nc3ccccc3)n[n+]2-c2ccc(F)cc2)cc1
  0.7	10.8	0.8	-6.9	5.3	7.1	7.6	2.1	x
CCCC(=O)C1=C(O)C(C(=O)OC)C(C)(C)CC1=NCCCCCC(=O)O (stereo not drawn)
  -1.0	1.2	-0.5	-3.7	-0.3	1.5	3.6	-2.5	0.2
CC(C)N1CCc2c(sc(NC(=O)CCc3ccccc3)c2C(N)=O)C1
  -0.5	10.5	-0.5	-5.6	7.0	27.4	25.0	12.6	-3.5
CC(=O)Nc1ccc(NC(=O)c2ccccc2F)cc1
  1.2	-21.4	0.1	-11.4	-5.9	0.0	3.6	4.3	-4.3
Cc1cccc(CSC2=NCCN2C(=O)c2ccc(S(=O)(=O)N(C)C)cc2)c1
  0.9	-1.8	-1.9	1.5	-3.6	5.1	15.5	1.0	-3.2
COc1ccccc1CCNC(=O)CSc1ccc(-c2ccco2)nn1
  -1.4	-0.2	-0.4	1.2	1.9	-2.6	-1.5	3.7	-4.4
O=C(N1CCOCC1)N1CCC(c2nc(-c3ccc(S(=O)(=O)N4CCOCC4)cc3)no2)CC1
  -0.9	-2.9	1.2	1.7	6.9	-0.1	2.9	3.2	x

Records listed above printed as active in TRHR PAM.
| canonical_smiles | D2 antagonist | TRHR ag | D1 antagonist | D1 potentiator | D1 agonist | D2 PAM | TRHR PAM | RXFP1 antag |
| --- | --- | --- | --- | --- | --- | --- | --- | --- |
| CCOC(=O)c1scc(-c2ccccc2)c1S(=O)(=O)Nc1ccc(N(C)C)cc1 | x | -0.6 | -8.6 | -5.2 | 1.9 | x | 52.6* | -34.1 |

Following part
Letters: A = D2 agonist; B = D2 antagonist; C = TRHR ag; D = D1 antagonist; E = D1 potentiator; F = D1 agonist; G = D2 PAM; H = TRHR PAM; I = RXFP1 antag
O=C(CCNS(=O)(=O)c1ccccc1C(F)(F)F)Nc1ccncc1
  A = 0.1; B = -6.2; C = 1.1; D = -0.2; E = -4.8; F = 3.1; G = 7.6; H = -6.3; I = 0.8

CCOc1ccc(Cl)cc1S(=O)(=O)N1CCC(C(=O)NCc2cccnc2)CC1
  A = 0.0; B = -21.2; C = 0.4; D = 1.0; E = -4.0; F = 0.0; G = -5.1; H = -1.4; I = -2.7

CCSc1cc(Cl)nc(N)n1
  A = 1.7; B = 11.3; C = -1.1; D = 6.9; E = -0.5; F = 0.8; G = 0.3; H = -1.4; I = -26.6

CNC(=O)c1ccc(CN(C)CC(=O)Nc2ccccc2C(=O)NC2CC2)cc1
  A = -0.9; B = 7.2; C = 1.0; D = -5.3; E = 1.5; F = 5.2; G = 19.9; H = 12.6; I = -4.2

CCOc1ccc(/C=N/NC(=O)c2ccc(F)cc2)cc1CN1CC2CC(C1)c1cccc(=O)n1C2 (stereo not drawn)
  A = -1.4; B = -7.1; C = -1.2; D = x; E = 3.0; F = -2.8; G = -12.9; H = -3.0; I = x

O=C(NCc1ccccc1Cl)c1ccc2nc(Cc3ccccc3)oc2c1
  A = 0.6; B = x; C = 0.7; D = -17.7; E = -0.1; F = 13.8; G = x; H = 3.6; I = -21.1

O=C(Cc1nn[nH]n1)c1ccccc1O
  A = 2.1; B = 10.5; C = 0.7; D = 4.6; E = 0.6; F = 4.6; G = 5.7; H = 1.7; I = 1.5

CN(C)c1ccc(NC(=O)c2ccc([N+](=O)[O-])cc2Cl)cc1
  A = 0.3; B = 12.6; C = 0.2; D = 11.3; E = -2.5; F = 3.4; G = 14.1; H = -2.3; I = -10.1
